Screening data from PubChem BioAssay.
PrPC surface inh – inhibitors of human cell surface prion protein PrPC; TR-FRET read-out; inhibition, % at 13.8 µM; 0.43% of 370,000 active; AID 720596; in the data active means inhibition above about 24%; further: 0% = median of the test wells and 100% = reference compound wells
CCHF vOTU inh – CCHFV vOTU protease inhibition; Pep-AMC fluorescence; inhibition, % at 11.5 µM; 0.55% of 370,000 active; in the data active means inhibition above about 30%; further: 0% = vehicle wells with enzyme and 100% = no enzyme wells
MazF activator – MazEF (E. coli) toxin RNase activation; activation, % at 20 µM; P0AE70; 0.32% of 350,000 active; FAM/BHQ RNA-DNA oligo cleavage fluorescence, 5 h; in the data active means activation above about 50%
Target sequence (P0AE70 whole entry, looked up): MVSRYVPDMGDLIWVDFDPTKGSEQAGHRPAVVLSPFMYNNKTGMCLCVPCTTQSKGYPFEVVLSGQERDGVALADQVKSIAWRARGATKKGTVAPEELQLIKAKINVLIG
DUSP3 inh – DUSP3 (human) phosphatase inhibition. inhibition, % at 13.3 µM. 0.52% of 290,000 active. recombinant VHR phosphatase, pNPP absorbance. AID 1654. P51452; in the data active means inhibition above about 50%; further: some compounds called inactive have numbers as strong as hits
Target sequence (P51452 whole entry, looked up): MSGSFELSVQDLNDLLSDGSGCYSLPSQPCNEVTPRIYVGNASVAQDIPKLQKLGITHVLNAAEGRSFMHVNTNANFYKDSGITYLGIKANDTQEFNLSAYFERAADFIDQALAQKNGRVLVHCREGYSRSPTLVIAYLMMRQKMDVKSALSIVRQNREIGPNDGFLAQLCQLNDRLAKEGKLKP
Yp Topo-I inh – Y. pestis Topo-I inhibition via cleavage products | Y. pestis Topo-I cleavage product accumulation, plate reader | activity, % at 10 µM | 0.064% of 360,000 active; in the data active means activity above about 50%, passing the limit was not always enough; further: inactives centre near 2
TcdB inh – blocks C. difficile toxin B glycohydrolase activity. P18177. AID 652162. 0.24% of 350,000 active. TcdB glycohydrolase enzymatic assay, plate reader. inhibition, % at 9.99 µM; in the data active means inhibition above about 10%
Vc quorum ag – quorum light induction in luxS cqsA deficient V. cholerae | 0.16% of 350,000 active | V. cholerae BH1578 lux reporter, luminescence, 6 h | activation, % at 18.7 µM; in the data active means activation mostly above about 9.7%, no sharp cut-off; further: not every result past the cut was called active; inactives centre near 0; reference of the scale not given here
Rv3671c inh – Rv3671c (M. tuberculosis) protease inhibition; P9WHR9; inhibition, % at 5.96 µM; 0.048% of 320,000 active; AID 2606; in the data active means inhibition above about 38%;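 further: extracellular domain of Rv3671c used as enzyme; 0% = enzyme with DMSO and 100% = no enzyme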
Target sequence (P9WHR9 whole entry, looked up, the tested form may be a part): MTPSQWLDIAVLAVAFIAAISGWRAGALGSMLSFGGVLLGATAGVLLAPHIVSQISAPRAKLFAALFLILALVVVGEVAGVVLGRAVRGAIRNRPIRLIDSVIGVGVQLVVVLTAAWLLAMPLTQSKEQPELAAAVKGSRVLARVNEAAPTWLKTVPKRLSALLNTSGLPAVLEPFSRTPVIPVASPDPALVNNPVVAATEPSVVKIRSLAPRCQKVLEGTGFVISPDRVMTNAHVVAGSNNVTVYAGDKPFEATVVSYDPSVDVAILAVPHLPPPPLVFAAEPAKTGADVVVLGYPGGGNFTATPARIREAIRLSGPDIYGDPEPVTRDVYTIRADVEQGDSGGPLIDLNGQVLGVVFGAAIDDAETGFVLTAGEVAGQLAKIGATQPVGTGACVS
PriA SSB inh – inhibitors of Klebsiella pneumoniae PriA binding to SSB C-terminal tail; AlphaScreen SSBct-PriA binding, biotinylated peptide; 0.6% of 430,000 active; inhibition, % at 33 µM; AID 1272365; in the data active means inhibition mostly above about 37%, no sharp cut-off; inactive means mostly below about 20%;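 further: plate controls were negative control peptide for no effect and reference peptide for full effect; strong numbers were not always called active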
3CLpro inhibitor – SARS-CoV 3CLpro protease inhibition; P0C6X7; recombinant SARS-CoV 3CLpro, quenched FRET peptide cleavage; inhibition, % at 6 µM; 0.14% of 290,000 active; AID 1706; in the data active means inhibition above about 12%
The depositor's hits bear a star; i = inactive; · = not tested or not shown; & = joins results of further samples. A portion of the library. The share of hits here may be higher or lower than overall.

SMILES	PrPC surface inh	CCHF vOTU inh	MazF activator	DUSP3 inh	Yp Topo-I inh	TcdB inh	Vc quorum ag	Rv3671c inh	PriA SSB inh	3CLpro inhibitor
COc1cccc(CNC(=O)COC(=O)c2cccc(S(=O)(=O)N3CCN(C(C)=O)CC3)c2)c1	0	-6	2	·	0	0.2	-1.3	4	-16	·
Cc1ccc(C(=O)Oc2cccc(-n3cnnn3)c2)cc1	-1	-1	-14	0	1	2.5	-1.5	-6	4	2
CCN(CC)CCCNC(=O)c1c(O)c2ccccc2n(Cc2ccccc2)c1=O	-3	1	5	5	-26	·	-0.8	5	17	-2
Cc1[nH]n(C)c(=O)c1C(=O)c1c(-c2c(Cl)cccc2Cl)noc1C	-8	-7	9	-2	13	2.3	i	-17	-7	3
O=C(O)c1ccc(S(=O)(=O)N(Cc2ccccc2)C2CCCCC2)cc1	8	3	-1	16	2	1.2	-0.5	3	-17	-2
CCN(CC)S(=O)(=O)c1ccc(C(=O)OCC(=O)NC2CCCC2)cc1	-3	0	4	40	-2	1.3	i	-1	3	2
Nn1c(SCC(=O)NC2CCS(=O)(=O)C2)nnc1-c1cccs1 (stereo not given)	0	-7	1	13	-3	0.4	-0.3	9	-8	-6
O=C(Nc1ccccc1)c1ccccc1OCc1ccc(S(=O)(=O)N2CCOCC2)cc1	-2	11	9	12	6	1.2	0.5	1	-7	-2
CCC1(OC(=O)c2ccccc2)CC(C)N(C)CC1C (stereo not given)	-4	-9	4	4	2	-0.6	i	1	4	-1
COC(=O)C1=C(c2ccccc2OCc2ccccc2)C[C@@H]2CC[C@H]1N2C(=O)NCCOc1ccc(OC)cc1	12	5	4	·	11	0.8	i	-3	-9	·
COc1cc(O)sc1C=Nc1ccc(Cl)cc1Cl	2	-5	24	17	2	0.1	1.9	0	-6	1
CC(C)CNC(=O)COC(=O)CCC(=O)c1cccs1	9	3	5	35	-3	-1.3	-0.2	-5	-12	1
CCC1c2ccccc2C(=O)C1C(N)=O (stereo not given)	3	5	7	·	-2	1.3	-0.1	·	-11	·
Cc1ccc(S(=O)(=O)N(C)C[C@H]2Oc3ncc(Br)cc3C(=O)N([C@H](C)CO)C[C@@H]2C)cc1	5	-2	5	·	3	0.1&-1.3&-0.2	0.6	·	·	·
Cc1ccc(C(C)C)c(OCCCN(C)Cc2ccccc2)c1	-8	23	-9	-8	10	·	-0.3	6	-10	4
CCN(CC(=O)N(CC(C)C)c1c(N)n(CC(C)C)c(=O)[nH]c1=O)Cc1nc2ccccc2c(=O)[nH]1	-1	-2	2	7	3	-0.3	-0.2	14	-2	2
CC(C)Oc1nnnn1-c1ccccc1	13	-2	0	8	-4	·	i	6	-6	1
COc1cccc(/C=C/C(=C2\C(=O)N(c3ccccc3)N=C2C)c2ccc(Br)cc2)c1OC	-2	7	8	·	-4	·	0.7	·	-10	2
O=S(=O)(NCc1ccncc1)c1ccc(Br)s1	2	6	0	-9	11	·	0.3	-14	-17	-4
O=C(O)c1ccc2c(=O)n(-c3ccccc3F)c(=S)[nH]c2c1	2	-4	6	8	1	1.8	1.6	-3	10	0
Cc1ccc(Nc2nc(N)nc(CSc3nnc(C)s3)n2)cc1	5	-8	1	12	3	1.8	-0.5	-6	-9	3
CN1CCN(S(=O)(=O)c2csc(C(N)=O)c2)CC1	-3	13	-2	6	0	2.2	-0.9	3	7	-3
CCOC(=O)C1(CCOc2ccccc2)CCN(Cc2cnc(SC)nc2)CC1	-7	12	4	34	36	1.9	i	-1	-20	1
O=C(CCc1nnc2ccc(NCc3ccccc3Cl)nn12)NCC1CCN(C2CCCC2)C1 (stereo not given)	-6	12	-1	-20	16	1.4	-0.8	-2	-5	3
Cc1ccc(-n2c(SCC(N)=O)nc(O)cc2=O)cc1	-3	7	-7	0	-1	1.7	-0.4	-9	-5	3
Following part
SMILES	PrPC surface inh	CCHF vOTU inh	MazF activator	DUSP3 inh	Yp Topo-I inh	TcdB inh	Vc quorum ag	Rv3671c inh	PriA SSB inh	3CLpro inhibitor
Cc1nc(Nc2nc3c(c(=O)[nH]2)CCC3)nc2ccccc12	·	·	-5	·	-6	·	-0.2	8	-5	·
CC1CCCCN1Cc1nc2c(c(=O)n(C)c(=O)n2C)n1CCc1ccccc1 (stereo not given)	-1	1	6	-1	14	·	-0.5	0	-4	4
Nc1ccc(S(=O)(=O)Nc2ccc(Cl)nn2)cc1	3	8	3	0	10	1.3	i	1	-13	4
CC(=O)Nc1ccc(OCC(O)CN2CCN(c3ccc(Cl)cc3)CC2)cc1 (stereo not given)	9	6	-2	-4	2	·	i	4	6	3
Cc1ccc(-c2noc(CCC(=O)NC3CCCc4ccccc43)n2)cc1 (stereo not given)	-2	8	-7	2	25	·	-0.7	-5	-13	-1
Cc1ccc(C(=O)NCc2ccco2)c(C)c1	-3	-8	1	13	2	0.7	i	·	-1	-3
COc1cccc(NC(=O)C(=O)NCCC2CCCCN2S(=O)(=O)c2cccs2)c1 (stereo not given)	4	7	-6	·	30	0.9	-2.4	-5	-8	·
COc1ccccc1CNC(=O)CCN1C(=O)COc2ccc(C)cc21	4	-2	1	20	5	·	-1.4	-8	-1	1
CCOC(=O)Cc1nnc(NC(=O)CSc2nc3ccccc3[nH]2)s1	-2	5	0	5	4	0.1	-0.1	-2	-17	-6
CCCC#CCN1CCN(C23CC4CC(CC(C4)C2)C3)CC1	3	-7	2	·	4	1.7	0.8	-8	-11	-1
C=CCCC(=O)NC1CC(C)(C)Cc2c1cnn2-c1cccc(F)c1 (stereo not given)	0	3	3	11	1	0.4	i	0	-30	2
Cc1c(Cl)cccc1NC(=O)NC1CCCCC1	-1	-10	-10	-6	1	·	9.1	0	-9	1
CC(=O)NCc1nnc2c3ccccc3c(-c3ccccc3)nn12	-6	-1	-1	32	-6	·	-2.3	-21	-1	7
CCOC(=O)c1cc2sccc2n1CC(=O)Nc1ccc2c(c1)OCCO2	7	6	-2	4	13	0.4	-0.5	4	2	-3
CC(C)c1ccc(NC2CCCN(C(=O)c3cccs3)C2)cc1 (stereo not given)	0	21	0	2	11	1.4	-0.5	-5	14	-3
OCCCn1c(C2CCCN2c2nc(-c3ccc(Cl)cc3)cs2)nc2cc(Cl)c(Cl)cc21 (stereo not given)	11	9	-20	·	-1	-0.1	-0.6	-15	-7	·
CC(C)CC(=O)Nc1nnc(SCC(=O)NC2CCCCC2)s1	-1	-18	2	4	6	2.2	-1.6	-1	-21	1
C=CCSc1nc(C)cc2c1C(=O)OC2	-8	0	2	14	4	0.7	-0.5	-1	-11	3
CC1(C)CC(NC(=O)C(=O)NCCc2ccc(Cl)cc2)CC(C)(C)N1	1	-4	-22	-20	-3	-0.1	-0.3	-3	4	-2
O=C(NC1CCCCC1)c1cc2c(cc1Cl)N1CCCCCC1=NS2(=O)=O	7	-4	4	·	-2	1.3	i	·	-4	·
Cc1cccc(NC(=O)c2ccc(C)c(S(=O)(=O)N3CCOCC3)c2)n1	0	-6	3	·	12	3.4	-2.3	·	-1	·
O=C(NCCc1ccccn1)c1ccc(NS(=O)(=O)c2ccc(F)cc2)cc1	8	-5	-4	20	-1	0.0	-0.3	-1	-5	-1
O=C(c1cccnc1)N1CCN(S(=O)(=O)c2cccc(Cl)c2)CC1	-1	3	-1	9	2	0.3	i	·	4	4
CCOc1cccc(C(=O)N/N=C/c2coc3ccccc3c2=O)c1	-7	0	5	-4	1	0.9	i	-3	·	2
COc1ccc(C(CC(=O)c2ccccc2)C2CCCCC2=O)cc1 (stereo not given)	7	5	-8	30	-4	·	-0.2	0	-8	-3

Pulled by compound from the list above, 2 records:
SMILES	PrPC surface inh	CCHF vOTU inh	MazF activator	DUSP3 inh	Yp Topo-I inh	TcdB inh	Vc quorum ag	Rv3671c inh	PriA SSB inh	3CLpro inhibitor
CC(=O)Nc1ccc(OCC(O)CN2CCN(c3ccc(Cl)cc3)CC2)cc1 (stereo not given)	9	6	-2	-4	2	·	i	4	6	3
CCOC(=O)Cc1nnc(NC(=O)CSc2nc3ccccc3[nH]2)s1	-2	5	0	5	4	0.1	-0.1	-2	-17	-6

Other records
SMILES	PrPC surface inh	CCHF vOTU inh	MazF activator	DUSP3 inh	Yp Topo-I inh	TcdB inh	Vc quorum ag	Rv3671c inh	PriA SSB inh	3CLpro inhibitor
Cc1cccc(NC(=O)c2cc(NC(=O)c3ccco3)ccc2N2CCCCC2)c1	·	·	2	-16	-5	0.8	-0.3	-8	-17	1
Cc1cc(C)n2nc(C(=O)N3CCCC(Nc4ccc(F)c(F)c4)C3)cc2n1 (stereo not given)	5	1	2	5	2	2.8	2.9	2	1	-4
COc1ccc(NC(=O)COC(=O)c2ccc(NS(=O)(=O)/C=C/c3ccccc3)cc2)cc1	2	1	-9	-4	13	·	-1.9	-53	11	2
CC1(C(=O)NS(=O)(=O)c2ccccc2)CCN1C(=O)C1CCCCC1 (stereo not given)	2	-22	·	·	9	0.0	-0.1	·	·	·
Cc1cccc(NC(=O)Nc2ccccc2[N+](=O)[O-])n1	0	-9	-3	10	10	0.6	-0.8	9	-5	6
C/C(N)=C(/C#N)C(=O)COC(=O)c1ccc(C)c(S(=O)(=O)N2CCCCC2)c1	16	3	1	-6	3	·	·	4	-11	4
CCCCN(C(=O)CCCc1nc2ccccc2s1)c1c(N)n(CCCC)c(=O)[nH]c1=O	-9	-3	6	5	3	1.5	i	0	-10	1
Fc1ccccc1CSc1nnnn1-c1ccc2c(c1)OCO2	4	16	-8	-5	1	·	i	1	-21	-5
COc1ccc(-c2nnc(SCC(=O)N3CCOCC3)o2)cc1OC	6	4	-14	-12	-5	-2.7	-0.2	-8	0	0
CCc1ccc(/C=C2\SC(=S)N(CCC(=O)NC3=NCCS3)C2=O)cc1	5	2	·	-6	·	1.2	·	5	·	6
O=C(Nc1nc2ccccc2s1)C1=NN(c2ccccc2)C(=O)CC1	5	2	-7	10	-6	1.7	0.8	-6	-6	-3
COc1ccc(NC(=O)COC(=O)c2c(NC(C)=O)sc(C)c2C)cc1	-2	3	-69	·	2	0.6	-4.0	·	·	·
CC1CCN(S(=O)(=O)c2cnc(Cl)c(Br)c2)CC1	-6	4	-7	2	4	-0.3	1.9	6	-3	-4
CC1CCN(S(=O)(=O)c2cc3c4c(c2)C(C)C(=O)N4CCC3)CC1 (stereo not given)	-3	-2	6	2	2	2.6	i	-9	-3	-6
NC(=O)c1ccc(N=Cc2c(O)n(Cc3ccco3)c(=O)[nH]c2=O)cc1	4	10	-19	1	4	0.5	-0.7	-6	-10	0
Cc1cc(C)cc(Nc2ccc(C(=O)O)cc2N)c1	5	-148	4	-14	-6	·	-0.3	22	10	5
CC(Cc1ccccc1)NC(=O)CN1CCCC1=O (stereo not given)	0	4	5	-14	-5	1.1	-0.1	11	13	-2
Cn1c2ccccc2c2cnn(CC(=O)Nc3cccc(F)c3)c(=O)c21	5	17	-17	5	-8	-0.7	-0.4	-29	1	-12
CCOC(=O)N1CCN(C(=O)CCc2cc(OC)c(OC)c(OC)c2)CC1	5	-5	5	10	7	0.5	0.1	·	-8	-2
CCN(CC)S(=O)(=O)c1ccc(C)c(NC(=O)COC(=O)[C@@H]2CCCN2C(=O)c2cccs2)c1	11	-8	6	7	8	1.6	-0.3	1	2	2
CN(C)c1ccc(/C=N\Nc2nc(-c3ccccc3)cc(=O)[nH]2)cc1	0	6	10	-4	3	1.8	-0.4	-12	·	0

Record cards, as listed above:
`O=C(Nc1nc2ccccc2s1)C1=NN(c2ccccc2)C(=O)CC1` reads PrPC surface inh: 5; CCHF vOTU inh: 2; MazF activator: -7; DUSP3 inh: 10; Yp Topo-I inh: -6; TcdB inh: 1.7; Vc quorum ag: 0.8; Rv3671c inh: -6; PriA SSB inh: -6; 3CLpro inhibitor: -3
`NC(=O)c1ccc(N=Cc2c(O)n(Cc3ccco3)c(=O)[nH]c2=O)cc1` reads PrPC surface inh: 4; CCHF vOTU inh: 10; MazF activator: -19; DUSP3 inh: 1; Yp Topo-I inh: 4; TcdB inh: 0.5; Vc quorum ag: -0.7; Rv3671c inh: -6; PriA SSB inh: -10; 3CLpro inhibitor: 0
`C/C(N)=C(/C#N)C(=O)COC(=O)c1ccc(C)c(S(=O)(=O)N2CCCCC2)c1` reads PrPC surface inh: 16; CCHF vOTU inh: 3; MazF activator: 1; DUSP3 inh: -6; Yp Topo-I inh: 3; TcdB inh: ·; Vc quorum ag: ·; Rv3671c inh: 4; PriA SSB inh: -11; 3CLpro inhibitor: 4
